Assay outcomes: PubChem BioAssay, several laboratories
Rab2A wt mod: changes GTP binding to wildtype dog Rab2A, up or down. GST-Rab2 wt beads, Bodipy-GTP binding, flow cytometry. P61105. 0.19% of 190,000 active. GTP binding activity, % at 10 µM;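 active means GTP binding activity at least 20 points away from 100%, either lowered or raised; inconclusive means signal likely due to the compound's own green fluorescence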;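 further: 0% = beads with excess unlabeled GTP and 100% = no-compound control corrected for plate trend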
Rac1 wt modul: human Rac1 wildtype GTP binding, inhibitors and activators. P63000. GST-Rac1 beads, fluorescent GTP binding, flow cytometry; actives lie on both sides; 0 = cold GTP competed, 100 = untreated. GTP binding activity (% of control), % at 10 µM. 0.27% of 190,000 active. AID 757;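 active means GTP binding activity at least 20 points away from the 100% control level, either lower or higher; inconclusive means compound flagged as likely green fluorescent, judged across all proteins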
Rab7 wt GTP bind: alters GTP binding to wildtype dog Rab7; 0.055% of 190,000 active; GTP binding activity (percent of control), % at 10 µM; GST-Rab7 beads, fluorescent GTP binding, flow cytometry; actives lie on both sides; untreated = 100%, excess cold GTP = 0%; AID 758;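 active means fluorescent GTP binding to Rab7 beads changed by at least 20 points from the 100% baseline, either direction, mostly lower; inconclusive means compound itself probably fluorescent, or too few beads counted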;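 further: median green fluorescence of bound Bodipy-FL-GTP per Rab7 bead population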
ABCG2 block: inhibitors of human ABCG2 transporter, ABCB1 counter-screen | IgMXP3 cells, JC-1 efflux, flow cytometry | inhibition, % at 6.6 µM | 0.1% of 190,000 active | AID 1325;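 active means inhibition above 80%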;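 further: 0% = DMSO and 100% = nicardipine control wells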
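Times: 10 min at 25 °C | Test system: Two drug-resistant human cell lines, ABCG2 and ABCB1 | Quantity: 3 million cells/mL final, two lines in 1:1 ratio | Signal: Flow cytometry, 530 nm JC-1 signal | Dosing: Compound at 6.6 µM | Controls: Nicardipine and DMSO wells | Reagent: JC-1 as fluorescent efflux pump substrate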
Rac1 act GTP bind: modulators of GTP binding to human Rac1 activated mutant; P63000; GST-Rac1 activated beads, fluorescent GTP binding, flow cytometry; actives lie on both sides; 100% means binding = to untreated wells; percent activity (GTP binding), % at 10 µM; 0.11% of 190,000 active;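 active means GTP binding at least 20 percentage points away from the 100% baseline, in either direction, so actives lie on both sides; inconclusive means Compound likely fluorescent itself, or too few beads counted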
Pf gametocyte: kills late stage P. falciparum gametocytes; P. falciparum stage V gametocytes, ATP luminescence, 24 h; inhibition, % at 10.9 µM; 0.065% of 150,000 active; AID 743093;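 active means inhibition above the mean plus 3 SD of compounds within the control limits, set per campaign, cut at about 38% in these data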;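 further: 0% = DMSO wells and 100% = medium only without gametocytes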
Cdc42 wt GTP: modulators (inhibitors or activators) of GTP binding to human Cdc42 wildtype; P60953; GST-Cdc42 beads, Bodipy-GTP binding, flow cytometry; actives lie on both sides; percent activity (GTP binding), % at 10 µM; 0.2% of 190,000 active; AID 761;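 active means percent activity GTP binding at least 20 points away from the 100% baseline, either down as inhibitor or up as activator; inconclusive means compound flagged as likely green fluorescent from well-wide comparison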;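 further: median bead fluorescence of bound Bodipy-FL-GTP at 100 nM; 0% = excess unlabeled GTP control and 100% = no compound control; below 100% means less GTP binding so inhibitor and above means activator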
Avidin bead fluor: avidin bead compound fluorescence profile. Avidin beads, compound fluorescence 488/530 nm, flow cytometry; stronger effect = higher value. fluorescence (KMESF) at 10 µM. 0.38% of 220,000 active. AID 1775; in the data active means fluorescence above about 47; further: inactives centre near 10
GSH fluor: GSH bead compound fluorescence profile | 0.25% of 190,000 active | fluorescence (KMESF) at 10 µM | AID 1776 | GSH beads flow cytometry, compound fluorescence 488/530 nm; stronger effect = higher value; in the data active means fluorescence above about 89;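 further: glutathione beads carrying GST-tagged Bcl family fusion proteins plus one bare bead set; values are compound well signal with DMSO vehicle wells as background; inactives centre near 16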
ABCB1 block: inhibitors of human ABCB1 transporter, ABCG2 counter-screen; CCRF-Adr cells, JC-1 efflux, flow cytometry; P08183; 0.067% of 190,000 active; AID 1326; inhibition, % at 6.6 µM; in the data active means inhibition above about 40%;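 further: 0% = vehicle and 100% = reference inhibitor; higher value means more JC-1 retained so stronger ABCB1 efflux block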
Target sequence (P08183 whole entry, looked up): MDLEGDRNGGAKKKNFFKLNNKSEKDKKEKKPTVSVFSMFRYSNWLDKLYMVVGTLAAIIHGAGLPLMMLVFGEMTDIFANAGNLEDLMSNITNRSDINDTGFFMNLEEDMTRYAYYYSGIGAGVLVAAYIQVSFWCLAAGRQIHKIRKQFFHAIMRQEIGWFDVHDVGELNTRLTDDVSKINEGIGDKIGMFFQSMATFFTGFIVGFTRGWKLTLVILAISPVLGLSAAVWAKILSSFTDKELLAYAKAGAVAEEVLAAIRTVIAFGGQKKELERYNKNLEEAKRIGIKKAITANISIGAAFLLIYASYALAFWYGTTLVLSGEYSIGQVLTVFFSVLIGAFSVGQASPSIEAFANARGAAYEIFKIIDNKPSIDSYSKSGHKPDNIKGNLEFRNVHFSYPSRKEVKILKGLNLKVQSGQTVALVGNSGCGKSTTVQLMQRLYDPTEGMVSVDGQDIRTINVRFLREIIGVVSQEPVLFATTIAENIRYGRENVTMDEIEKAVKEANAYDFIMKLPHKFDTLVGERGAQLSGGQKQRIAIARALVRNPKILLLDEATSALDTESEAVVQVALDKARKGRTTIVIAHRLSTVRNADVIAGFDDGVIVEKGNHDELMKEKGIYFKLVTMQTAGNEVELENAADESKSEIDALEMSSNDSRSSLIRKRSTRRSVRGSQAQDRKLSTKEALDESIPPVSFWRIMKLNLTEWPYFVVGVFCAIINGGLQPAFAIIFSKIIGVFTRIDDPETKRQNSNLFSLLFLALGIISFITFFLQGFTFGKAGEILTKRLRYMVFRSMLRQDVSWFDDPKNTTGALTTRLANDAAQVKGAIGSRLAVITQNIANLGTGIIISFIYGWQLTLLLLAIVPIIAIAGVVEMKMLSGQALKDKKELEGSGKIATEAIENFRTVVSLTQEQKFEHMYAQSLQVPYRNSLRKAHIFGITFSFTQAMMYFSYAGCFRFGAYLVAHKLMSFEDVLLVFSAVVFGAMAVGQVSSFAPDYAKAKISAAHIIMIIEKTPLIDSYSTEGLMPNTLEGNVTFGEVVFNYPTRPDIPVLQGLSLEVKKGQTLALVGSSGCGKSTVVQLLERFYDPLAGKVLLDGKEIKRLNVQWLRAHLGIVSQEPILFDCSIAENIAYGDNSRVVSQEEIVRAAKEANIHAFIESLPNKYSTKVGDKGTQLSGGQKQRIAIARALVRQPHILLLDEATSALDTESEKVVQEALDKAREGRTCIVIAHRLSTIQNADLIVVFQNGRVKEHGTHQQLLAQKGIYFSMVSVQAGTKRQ
HRas wt GTP: modulators of GTP binding to human HRas wildtype; GST-Ras wt beads, Bodipy-FL-GTP binding, flow cytometry; actives lie on both sides; GTP binding activity, % at 10 µM; 0.14% of 190,000 active;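 active means GTP binding activity at least 20% away from the 100% baseline, either lowered as inhibitor or raised as activator; inconclusive means flagged as likely green fluorescent, judged across all proteins in the well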;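 further: 0% = unlabeled GTP competition control and 100% = no-compound control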
Numbers without * were called inactive; ? = inconclusive; . = not tested or not shown. Hits appear at their usual frequency; 1.1% or so of the library scored in one or more.

SMILES | Rab2A wt mod | Rac1 wt modul | Rab7 wt GTP bind | ABCG2 block | Rac1 act GTP bind | Pf gametocyte | Cdc42 wt GTP | Avidin bead fluor | GSH fluor | ABCB1 block | HRas wt GTP
COc1ccc(-c2ncccc2OC(=O)C23CC4CC(CC(C4)C2)C3)cc1OC | 100 | 104 | 100 | 17 | 100 | 10 | 92 | 15 | 20 | 1.9 | 102
COC(=O)c1c(NC(=O)c2cccc([N+](=O)[O-])c2)sc(C(N)=O)c1C | 91 | 90 | 98 | 3 | 90 | -8 | 88 | 7 | 7 | -0.1 | 91
Cc1cc(C)cc(N(C(=O)c2ccc(Br)o2)C2C=CS(=O)(=O)C2)c1 (stereo not drawn) | 102 | 102 | 102 | 26 | 97 | 6 | 103 | 9 | 14 | 0.4 | 100
O=C(CN1C(=O)NC2(CCCC2)C1=O)Nc1cccc(-c2nnc3n2CCCCC3)c1 | 99 | 107 | 102 | -2 | 99 | -28 | 106 | 30 | 19 | 0.0 | 100
Cc1ccc(C(=O)COc2cccc(NC(=O)c3ccco3)c2)cc1 | 93 | 94 | 95 | 19 | 92 | 0 | 96 | 13 | 26 | 1.4 | 94
CCOC(=O)N1CCN(S(=O)(=O)c2ccc3c(c2)SCC(=O)N3)CC1 | 97 | 102 | 102 | 6 | 97 | . | 98 | 8 | 14 | 2.5 | 100
Cc1ccc(Nc2nnc(SCC(=O)Nc3ncc(S(=O)(=O)c4ccc([N+](=O)[O-])cc4)s3)s2)cc1 | 96 | 103 | 97 | -14 | 98 | 14 | 104 | 18 | 4 | -2.2 | 99
CCOC(=O)c1cnc2c(c(C)nn2C)c1Oc1ccc(Cl)cc1 | 104 | 102 | 98 | 3 | 98 | 20 | 104 | 12 | 23 | 1.5 | 103
CCCC(=O)C1=C(O)C(C(=O)OC)C(C)(C)CC1=NC (stereo not drawn) | 98 | 107 | 97 | 0 | 99 | -10 | 101 | 11 | 51 | 0.1 | 100
COc1ccc(/C=N/OCC(=O)NCc2cccs2)c(OC)c1 | 101 | 102 | 97 | 7 | 102 | . | 102 | 9 | 10 | 0.0 | 100
O=C(NCc1cccnc1)c1ccc(NC(=O)c2ccco2)cc1 | 99 | 99 | 99 | 0 | 96 | . | 100 | 6 | 44 | 0.0 | 101
O=C(Nc1ccc2oc(-c3ccccc3)nc2c1)c1cccnc1 | 94 | 92 | 94 | 3 | 91 | 9 | 95 | 12 | 29 | 0.5 | 97
Cc1ccc(O)c(C(=O)c2cc(C#N)c3nc4ccccc4n3c2)c1 | 99 | 98 | 95 | 10 | 98 | . | 93 | 9 | 21 | -0.1 | 100
O=C(O)CNC(=O)/C(=C/c1ccco1)NC(=O)/C=C/c1ccccc1 | 97 | 102 | 95 | -9 | 98 | 0 | 101 | 15 | 8 | -1.4 | 98
CCCCCOc1ccc(NS(C)(=O)=O)cc1 | 98 | 95 | 100 | 2 | 96 | 6 | 94 | 10 | 12 | 0.3 | 97
CCOC(=O)c1ccc(NC(=O)C2CC(=O)N=C(N)S2)cc1 (stereo not drawn) | 96 | 96 | 95 | 1 | 94 | -20 | 97 | 9 | 10 | 0.1 | 94
CCN(CC)CCNc1ccc2nnc(CCNS(=O)(=O)c3ccc(C)cc3)n2n1 | 97 | 96 | 106 | 1 | 96 | 4 | 94 | 3 | 9 | 0.0 | 98
COc1cc(C#N)c(NC(=O)CN2CCC(C(N)=O)CC2)cc1OC | 94 | 97 | 99 | 4 | 95 | 12 | 96 | 8 | 13 | 1.3 | 97
Cc1ccc(NC(=O)CSc2ncnc3ccccc23)cc1S(=O)(=O)N1CCCCCC1 | 97 | 105 | 95 | 3 | 99 | 10 | 100 | 13 | 10 | 5.2 | 98
CCN(CC)c1ccc([N+](=O)[O-])cc1C(=O)O | 101 | 106 | 102 | 3 | 100 | 6 | 101 | 10 | 13 | 0.7 | 101
CCCOc1ccc([N+](=O)[O-])c(N)c1 | 96 | 103 | 97 | 2 | 98 | 2 | 98 | 13 | 5 | 0.6 | 98
CCN(CC)S(=O)(=O)c1cc(C(=O)Oc2cccc(-c3cnc4ccccc4n3)c2)ccc1Br | 98 | 103 | 101 | 2 | 98 | . | 100 | -5 | 36 | 0.5 | 100
O=C(COc1ncnc2ccccc12)N1CCN(C(=O)c2ccco2)CC1 | 103 | 110 | 105 | 1 | 100 | . | 104 | 10 | 9 | 0.3 | 105
COc1ccc(NC(=O)C2CCN(C(=O)c3cccs3)CC2)cc1OC | 101 | 103 | 103 | 2 | 98 | . | 94 | 10 | 12 | 0.1 | 100
CC1=NN(c2ccccc2)C(=O)/C1=C\c1cn(C)c2ccccc12 | 94 | 89 | 101 | 0 | 95 | -3 | 91 | 29 | 11 | 0.0 | 95
CC(=O)NC(Cc1ccccc1C)C(=O)NC1CCN(C(=O)c2ccc(C)cc2)CC1 (stereo not drawn) | 102 | 105 | 98 | 14 | 97 | -12 | 104 | 10 | 11 | 0.6 | 98
COc1ccccc1C(=O)N1CCN(c2cccc(Cl)c2)CC1 | 96 | 104 | 98 | 6 | 98 | . | 103 | 25 | 17 | 1.2 | 99
N#Cc1ccc(OCC(=O)NCCc2ccc(S(N)(=O)=O)cc2)cc1 | ? | ? | ? | 0 | ? | . | ? | 7 | 26 | -0.1 | ?
COC(=O)C1(CCSC)NC(c2ccc(O)cc2)C2C(=O)N(c3ccc4c(c3)OCCO4)C(=O)C21 (stereo not drawn) | 100 | 109 | 96 | 0 | 103 | . | 105 | 7 | 16 | 0.1 | 102
O=C1CC(C(=O)Nc2ccccc2)S/C(=N\NC(=O)c2ccccc2Cl)N1 (stereo not drawn) | 98 | 102 | 107 | 0 | 92 | . | 94 | 8 | 13 | 0.5 | 97
FC(F)Oc1ccc(-c2csc(Cc3nnc4n3CCCCC4)n2)cc1 | 101 | 103 | 103 | 28 | 101 | . | 100 | 24 | 29 | 1.1 | 100
Cc1ccccc1N1CC(C(=O)Nc2nnc(SCC(=O)Nc3nccs3)s2)CC1=O (stereo not drawn) | 98 | 100 | 100 | -11 | 98 | -26 | 100 | 11 | 4 | -0.8 | 96
COc1ccc2nc(SCC(=O)Nc3ccc(S(=O)(=O)Nc4onc(C)c4C)cc3)[nH]c2c1 | 95 | 98 | 94 | 0 | 98 | . | 98 | 18 | 20 | 0.1 | 97
O=C1CCC(=O)N1c1ccccc1-c1ccccc1 | 98 | 100 | 102 | 0 | 96 | . | 101 | 16 | 46 | -0.1 | 99
Nc1ccccc1-c1nnc(SCc2ccccc2F)[nH]c1=O | 98 | 100 | 96 | 5 | 100 | . | 100 | 16 | 18 | 0.4 | 98
CC(C)C1N(S(=O)(=O)c2ccccc2)CCN1S(=O)(=O)c1ccccc1 | 97 | 98 | 96 | 1 | 96 | 11 | 98 | 6 | 45 | 0.6 | 98
COc1ccc(-n2cc(C(=O)Nc3cc([N+](=O)[O-])ccc3OC)c3ccccc3c2=O)cc1 | 100 | 100 | 98 | 7 | 101 | . | 99 | 13 | 4 | 1.3 | 98
Nc1cc(-c2ccc(Br)cc2)nn1Cc1ccccc1 | 97 | 97 | 97 | 7 | 94 | -8 | 95 | 9 | 24 | 0.5 | 96
Cc1ccc(Nc2nc(N)nc(CN3CCN(Cc4ccc5c(c4)OCO5)CC3)n2)cc1 | 98 | 95 | 93 | 4 | 97 | 4 | 101 | 16 | 44 | 1.0 | 99
O=C(c1cccc(S(=O)(=O)N2CCOCC2)c1)N1CCCc2ccccc21 | 101 | 106 | 99 | 0 | 101 | . | 104 | 17 | 33 | 0.1 | 102
CCCCC(NC(=O)c1ccccc1)C(=O)OCC(=O)N1c2ccccc2Sc2ccccc21 (stereo not drawn) | 98 | 100 | 99 | 8 | 95 | . | 97 | 23 | 54 | 2.7 | 100
COc1ccccc1C(c1nnnn1C(C)(C)C)N1CCCc2ccccc21 (stereo not drawn) | 99 | 103 | 101 | 4 | 100 | . | 101 | 31 | 17 | 0.8 | 101
Cc1ccc(NC(=S)NC2CC3CCC(C2)N3Cc2ccco2)c(C)c1 (stereo not drawn) | 93 | 93 | 93 | 3 | 94 | . | 95 | 16 | 17 | 0.7 | 94
COc1ccc(C)cc1NC(=S)NN1CCN(C)CC1 | 100 | 98 | 108 | 4 | 96 | 10 | 94 | 9 | 13 | 0.6 | 99
Cc1n[nH]c(C)c1S(=O)(=O)N1CCOCC1 | 93 | 93 | 98 | 1 | 91 | -12 | 95 | 9 | 15 | 0.1 | 95
CN(C)c1ccc(/C=N/NC(=O)C2COc3ccccc3O2)o1 (stereo not drawn) | 99 | 101 | 97 | -9 | 99 | . | 102 | 10 | 25 | 5.3 | 98
N#CCCN(C(=O)COC(=O)c1ccc(CNS(=O)(=O)c2ccc(F)c(Cl)c2)cc1)c1ccc(F)cc1 | 101 | 102 | 97 | 30 | 99 | . | 98 | 10 | 10 | 1.0 | 99
Cc1cccc(-n2nc3c(c2NC(=O)c2ccco2)CS(=O)C3)c1C (stereo not drawn) | 96 | 101 | 97 | 1 | 98 | -12 | 101 | 5 | 23 | 0.2 | 99
O=C(Cc1ccc(Cl)cc1)NC1CC1 | 96 | 100 | 98 | 0 | 95 | 8 | 93 | 10 | 23 | 0.0 | 96
C/C(NCc1ccccc1)=C(\C#N)C(=O)NCc1ccccc1 | 99 | 101 | 99 | 2 | 98 | . | 98 | 9 | 13 | 0.7 | 96
CC[C@H](C)[C@H](NC(N)=O)C(=O)Nc1ccc2c(c1)OCO2 | 95 | 96 | 91 | 11 | 96 | 14 | 95 | 11 | 14 | 4.0 | 95
C/C=C/C(=O)OCC(=O)Nc1cc([N+](=O)[O-])ccc1Cl | 101 | 104 | 95 | 26 | 100 | -10 | 104 | 11 | 22 | 1.7 | 99
O=C(O)CCCCCNS(=O)(=O)c1cccc2c1C(=O)c1ccccc1C2=O | ? | ? | ? | 11 | ? | -2 | ? | 15 | 8 | 1.4 | ?
